Tb PGK inh: T. brucei PGK inhibition; PGK/GAPDH coupled, Kinase-Glo luminescence, 60 min; Potency, µM (series often up to 57.5 µM), for the others: at the top dose activity change, negative = inhibition, most hits filed as inhibitors; hit rate 0.043% among 380,000; AID 602233; also: potency is read from the fitted curve at half-maximal effect; % is scaled to controls: 0 for no effect and ±100 for the full control effect; nearly all actives have a fitted effect of over 60% in size
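Luminescent ATP detection (Kinase-Glo Plus) follows a 60-minute room-temperature incubation, with wells lacking PGK as controls. Buffer: 100 mM TEA (pH 7.6), 5 mM MgCl2, 0.01% Tween-20. Coupling enzyme GAPDH (100 nM final) supplies unstable 1,3-BPG in-well.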
GLS inhibitor: glutaminase GLS (human) inhibition; O94925; GLS enzymatic activity, qHTS titration; Potency, µM (top dose mostly 45.5 µM), without a hit: top-dose activity change, negative = inhibition, most hits filed as inhibitors; hit rate 0.21% among 410,000; AID 624170; also: potency is read from the fitted curve at half-maximal effect; % is scaled to controls: 0 for no effect and ±100 for the full control effect
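Read-out is an Amplex red fluorescence increase coupled through glutamate oxidase and HRP, measured before and after 30 min room-temperature incubation. hKGA is in 45 mM KH2PO4 (pH 8.2) with 0.02% Tween-20; glutamine added as 1mM solution.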
Pin1 inh: human Pin1 inhibition; hit rate 0.009% among 390,000; Pin1 FP peptide displacement, HiFluor488, 10 min; Q13526; Potency, µM (doses to about 115 µM), for the others: at the highest dose activity, negative = inhibition, actives largely listed as inhibitors; active = well fitted inhibition curve with a large enough effect in the polarisation, with a control signal flat, not every such curve was filed as active; inconclusive = small, poorly fitted or top-dose-only effect, or effect the other way, or a change in a side signal; inactive = no such curve, though single readings can be large or run the other way; the % refers to the polarisation; also: potency is read from the fitted curve at half-maximal effect; % is scaled to controls: 0 for no effect and ±100 for the full control effect
Target sequence (Q13526 whole entry, looked up): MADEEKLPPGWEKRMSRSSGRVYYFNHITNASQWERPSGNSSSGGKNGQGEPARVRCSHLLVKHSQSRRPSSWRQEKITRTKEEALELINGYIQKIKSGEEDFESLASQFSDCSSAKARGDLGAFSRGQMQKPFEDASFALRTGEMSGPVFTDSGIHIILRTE
PI4K2A block: inhibitors of human PI4K2A. Q9BTU6. activity change, negative = inhibition, % at 76.9 µM. purified PI4K2A, ADP-Glo luminescence, 1 h; hits give low values. hit rate 0.13% among 420,000; in the data active = activity change below about -50%; inconclusive = mostly about -30% to -49%;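 also: -100% = wells without enzyme as full effect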
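PI4K2A activity was measured by ADP-Glo luminescence: enzyme (4 ug/mL stock) and phosphatidylinositol (1.2 mM stock) in Tris pH 7.5/MgCl2/EGTA/Triton X-100 buffer were reacted with ATP (300 microM stock) for one hour at ambient temperature.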
HP1b chromo inh: HP1-beta chromodomain-methylated histone interaction inhibition; P83916; AlphaScreen HP1-beta / biotin-H3K9me3 peptide binding; Potency, µM (top dose mostly 114 µM), inactives show at the highest dose activity change, negative = inhibition, most hits filed as inhibitors; hit rate 0.56% among 390,000; AID 540317; also: potency is read from the fitted curve at half-maximal effect; nearly all actives have a fitted effect of over 70% in size; inactives centre near 23
Target sequence (P83916 whole entry, looked up): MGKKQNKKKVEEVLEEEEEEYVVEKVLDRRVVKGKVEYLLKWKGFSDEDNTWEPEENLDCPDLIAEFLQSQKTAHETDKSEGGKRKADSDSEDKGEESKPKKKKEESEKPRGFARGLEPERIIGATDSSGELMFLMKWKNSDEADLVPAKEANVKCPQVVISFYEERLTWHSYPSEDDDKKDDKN
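Compound inhibition of the preformed complex between 50 nM HP1-beta and 50 nM biotinylated H3K9me3 peptide was read by AlphaScreen. Buffer was PBS pH 7.4 with 0.01% Tween-20. Incubations ran 30 min at room temperature, with 10 ug/mL donor/acceptor beads.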
Pol eta inh: blocks human DNA polymerase eta activity; AID 588591; hit rate 1.2% among 390,000; Q9Y253; recombinant Pol eta, fluorescent DNA replication assay; Potency, µM (top dose mostly 114 µM), without a hit: top-dose activity change, negative = inhibition, most hits filed as inhibitors; also: potency is read from the fitted curve at half-maximal effect; % is scaled to controls: 0 for no effect and ±100 for the full control effect
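Fluorescent replication assay: 50 nM final substrate added after a 15 min room-temperature compound preincubation with 10 nM enzyme. Signal taken at 0 min and again at 10 min.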
G9a inh: G9a (human) methyltransferase inhibition. Q96KQ7. G9a H3K9 monomethylation, AlphaScreen, 2 h. Potency, µM (titrated, usually from 102 µM), for the others: at the highest dose activity, negative = inhibition, most hits filed as inhibitors. hit rate 8.8% among 350,000. AID 504332; also: potency is read from the fitted curve at half-maximal effect; % is scaled to controls: 0 for no effect and ±100 for the full control effect; nearly all actives have a fitted effect of over 75% in size
Target sequence (Q96KQ7 913-1193 limits assumed): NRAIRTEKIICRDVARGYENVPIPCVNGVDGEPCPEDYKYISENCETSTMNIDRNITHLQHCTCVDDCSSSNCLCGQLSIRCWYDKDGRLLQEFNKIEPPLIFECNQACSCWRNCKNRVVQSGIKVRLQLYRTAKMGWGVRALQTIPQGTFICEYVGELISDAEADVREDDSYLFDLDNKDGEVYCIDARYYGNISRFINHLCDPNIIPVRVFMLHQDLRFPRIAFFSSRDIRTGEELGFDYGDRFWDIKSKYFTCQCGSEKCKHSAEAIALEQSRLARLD
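AlphaScreen detection with an anti-monomethyl H3K9 antibody quantified product after a 2 h room-temperature reaction containing 500 nM biotinylated H3K9 peptide, 20 µM SAM and 20 nM enzyme, which had been preincubated 15 min with compound.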
JMJD2A Tudor inh: inhibitors of human JMJD2A Tudor domain; hit rate 4.4% among 390,000; AlphaScreen JMJD2A-Tudor / H3K4me3 peptide binding; Potency, µM (doses to about 114 µM), for inactives: at the highest dose activity change, negative = inhibition, most hits filed as inhibitors; AID 504339; also: potency is read from the fitted curve at half-maximal effect; % is scaled to controls: 0 for no effect and ±100 for the full control effect; nearly all actives have a fitted effect of over 50% in size
BAZ2B inh: inhibitors of human BAZ2B bromodomain. AlphaScreen BAZ2B-H3K14Ac peptide displacement. AID 504333. Potency, µM (series often up to 114 µM), without a hit: at the top dose activity change, negative = inhibition, most hits filed as inhibitors. hit rate 4.4% among 360,000. Q9UIF8; also: potency is read from the fitted curve at half-maximal effect; % is scaled to controls: 0 for no effect and ±100 for the full control effect; nearly all actives have a fitted effect of over 60% in size
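Multi-concentration screen (max 110 uM) measuring displacement of acetylated histone H3 peptide from BAZ2B by AlphaScreen, using 50 nM protein, 50 nM peptide and 10 ug/mL streptavidin donor plus Ni-chelate acceptor beads.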
Active calls of the source: *; i = inactive; ? = inconclusive; . = not tested or not shown; [ ] = dose if it differs, or a comment. Unless noted, calls follow the shape of the dose curve; as a rule, active = well fitted curve in the direction sought with a large enough effect; inconclusive = small, poorly fitted or top-dose-only effect, or another doubt; inactive = no such curve, though single readings can be large; an effect the other way counts as inactive or inconclusive. A portion of the library; count on the stated rates, not on these rows.

SMILES | Tb PGK inh | GLS inhibitor | Pin1 inh | PI4K2A block | HP1b chromo inh | Pol eta inh | G9a inh | JMJD2A Tudor inh | BAZ2B inh
CC(C)c1noc2ncc(C(=O)c3cc(Cl)cc(Cl)c3O)cc12 | -4% | 10% | 2% | 1 | -19% | -16% | -39%[59 µM] | -33% | -39%
O=C(COC(=O)c1ccco1)NC1CCCC1 | -1% | 10% | -2% | -5 | -13% | -7% | 7% | -17% | 8%
CCc1noc(C)c1C(=O)OCC(=O)NCc1ccccc1 | -7% | -7% | -7% | -1 | 42%[activator] | -7% | 4%[2.33 µM] | 9% | 10%
O=C(COC(=O)Cc1ccsc1)Nc1ccccc1Cl | -6% | 7% | -10% | -4 | 30% | -10% | 33%[59 µM] | 5% | 7%
CCCCNC(=O)c1onc(CSc2cc(C)cc(C)c2)c1C(=O)NCCCC | 8% | -1% | ? | -1 | 67%[activator] | ? | . | 36%[activator] | .
Cn1c(=NC(=O)COc2ccccc2)sc2cc(F)cc(F)c21 | i | 4% | -7% | 4 | 17% | -7% | 13% | -7% | 0%
COc1ccc(C(=O)c2ccc([N+](=O)[O-])cc2)c(OC)c1OC | -4% | -10% | -1% | 1 | 2% | 0% | . | -22% | .
CCOc1ccccc1OCC(=O)NC1CCSc2ccccc21 (stereo not drawn) | -2% | 6% | . | -1 | . | -7% | . | . | .
COc1ccc(N(CC(=O)NC2CCCC2)S(=O)(=O)c2c(C)[nH]c(=O)[nH]c2=O)cc1 | -4% | -11% | -9% | -1 | 26% | -6% | -7% | -12% | 43%[activator]
COC(=O)C(C(=O)OC)c1ccc(NC(=O)c2cccc(Cl)c2)cc1 | -4% | 0% | -1% | 2 | 32% | -14% | -7%[12.7 µM] | -21% | 2%
O=C(Cc1ccccc1)Nc1ccc(NC(=O)C2CCCCC2)nc1 | -1% | 0% | 1% | 6 | 25% | -4% | ? | -23% | -15%
CCC12CN(C(=O)c3ccc([N+](=O)[O-])cc3)CC(CC)(CN(C(=O)c3ccc([N+](=O)[O-])cc3)C1)C2=O | i | 2% | -2% | 6 | 30% | -10% | -9% | -15% | -29%
O=C(O)c1nn(Cc2ncc(-c3cccc(Cl)c3)o2)c(=O)c2ccccc12 | i | -3% | 48%[activator] | 2 | ? | -22% | 40µM* | -30% | -20%
COc1ccc(-c2cn3c(n2)sc2cc(C(=O)NC(C)C45CC6CC(CC(C6)C4)C5)ccc23)cc1 (stereo not drawn) | -8% | 1% | 1% | 5 | 34% | -11% | 1%[59 µM] | 1% | 1%
O=C(N/N=C/c1cc(Cl)ccc1O)c1cccnc1 | 1% | 41%[activator] | 0% | 0 | 52%[activator] | 8% | . | 45µM* | 7.9µM*
Cc1cc(C)cc(C(=O)NC(CC(N)=O)c2ccc(NC3CCCC3)c([N+](=O)[O-])c2)c1 (stereo not drawn) | -2% | -8% | 17% | 7 | 18% | -8% | ? | -21% | -8%
CC(=O)c1cccc(CN2CCC(C(=O)Nc3ccc(-c4cccc(C)c4)cc3)CC2)c1 | i | 6% | 14% | -1 | 12% | -24% | . | -30% | ?
CN1CCN(/C=C(\C#N)S(=O)(=O)c2ccc(Cl)cc2)CC1 | -7% | -2% | -2% | -3 | 12% | -12% | 16% | 11% | 4%
O=[N+]([O-])c1ccc2n[nH]nc2c1 | -4% | 10% | -2% | 2 | 58%[activator] | 11% | -10%[59 µM] | -9% | -14%
O=C(CSc1cccc[n+]1[O-])c1cc(Cl)ccc1Cl | -9% | ? | 2% | -4 | 34% | -7% | ? | -4% | .
OCCn1c(-c2ccc(F)cc2)csc1=Nc1ccccc1 | -3% | -4% | 3% | 0 | ? | -18% | 20µM* | ? | 25µM*
CCC(=O)c1ccc(OCC(=O)OCC(=O)N2CCc3ccccc3C2)cc1 | -8% | 6% | -1% | 3 | 14% | -9% | -11%[2.33 µM] | -10% | 7%
CC(=O)Oc1cccc(C(=O)Nc2c[nH]c(=O)[nH]c2=O)c1 | i | 1% | 1% | 2 | 38% | -16% | -16% | 0%[11.4 µM] | -9%
COc1ccc(-c2nc(N)ncc2-c2ccc(Cl)cc2)c(O)c1 | -6% | 1% | ? | 0 | -10% | -5% | -2% | ? | -21%
CCN(CC)S(=O)(=O)c1cc(NS(=O)(=O)c2cc(Cl)ccc2Cl)ccc1C | -1% | 21% | ? | 1 | 27% | -6% | -3%[59 µM] | -16% | 0%
CN(CCOc1ccc(Cl)cc1)C(=O)c1cccc(S(=O)(=O)N2CCN(Cc3ccccc3)CC2)c1 | -1% | -6% | ? | 6 | 25% | -14% | . | -18% | .
CCCNC(=O)CSc1c2c(nc3ccc(Cl)cc13)CCCC2 | -8% | 6% | 4% | -7 | 32% | -3% | -5%[59 µM] | -3% | .
COc1cccc(NC(=O)CCN2CCN(c3ccccc3)CC2)c1 | -3% | 5% | -2% | -2 | 8% | 3% | -41%[59 µM] | -11% | -15%
O=C(Nc1nsc(-c2ccccc2)n1)c1ccc(F)cc1 | 1% | 1% | 1% | 1 | 39%[activator] | 8% | ? | 2% | -15%
Cc1[nH]n(-c2ccccc2)c(=O)c1N=Nc1ccccc1C(=O)N1CCOCC1 | 4% | -12% | -2% | -6 | ? | -26% | -12% | ? | ?
COC(=O)C1=C(O)/C(=C\c2sccc2C)N=C1C | -4% | 1% | 0% | -4 | 12% | -15% | 17% | -4% | -22%
Cc1cccc(N2CCN(C(=O)c3cnc(N4CCCC4)nc3C)CC2)c1C | . | 1% | -5% | -1 | 32% | . | 6%[12.7 µM] | -5% | -13%
Cc1cc(OCC(=O)NC(C)c2ccccc2)ccc1[N+](=O)[O-] (stereo not drawn) | -4% | 11% | 0% | 2 | 19% | -12% | 5% | -12% | -2%
COc1ccc(CNC(N)=O)cc1 | -11% | 1% | -6% | -4 | 14% | -12% | . | -2% | .
Cc1cccc(C)c1NC(=O)CNCC(=O)Nc1c(C)cccc1C | -4% | 8% | -2% | 0 | 13% | -13% | -10% | ? | 1%
O=C(COc1ccccc1)NCCS(=O)(=O)N1CCN(c2ccccc2)CC1 | 8% | 22% | -2% | -2 | 14% | 0% | -3% | -3% | -1%
COc1ccc(S(=O)(=O)Nc2ccc(OCC(=O)O)cc2)c2ccccc12 | i | -9% | -2% | -8 | 3% | -2% | -15% | -16% | -1%
O=C(NCCCn1ccnc1)Nc1cccc2ccccc12 | 0% | 9% | 0% | -6 | 24% | -7% | 16%[59 µM] | -30% | 5%
CCC(=O)N1CCN(c2ccccc2NC(=S)NC(=O)c2cccc([N+](=O)[O-])c2)CC1 | 2% | -19% | 1% | -2 | -23% | -4% | ? | -33% | -29%
COc1ccc(-c2cc(C(=O)OC3CCOC3=O)c3ccccc3n2)cc1OC (stereo not drawn) | -2% | 2% | 9% | 6 | 74% | -5% | 10% | 1% | 21%
Cc1ccc(Cl)cc1N1CCN(C(=O)c2ccc3c(c2)N(Cc2ccccc2F)C(=O)c2ccccc2S3=O)CC1 (stereo not drawn) | 0% | 5% | 11% | 1 | 17% | -19% | -9%[59 µM] | -15% | -24%
CCNS(=O)(=O)c1ccc(NC(=O)Cn2nc(C(F)(F)F)cc2C)cc1 | 8% | 1% | 0% | -6 | 39%[activator] | -14% | 10%[59 µM] | 0% | 2%
O=C(O)c1ccc(-c2ccccn2)s1 | -4% | 24% | 1% | -5 | 26% | -11% | ? | -3% | -19%
COc1ccc2cc(C(=O)/C=C/c3cc(OC)c(O)c(OC)c3)ccc2c1 | 0% | -14% | 26% | 1 | ? | -19% | 50µM* | ? | ?
COc1ccc(Cl)cc1NC(=O)c1nnn(CC(=O)Nc2ccc(OC)c(OC)c2)c1N | -2% | -7% | 78%[activator] | -6 | 41%[activator] | -17% | 0%[59 µM] | 23% | -4%
Cc1ccc(C)c2c(SC(C)C(=O)NCc3ccco3)nc(-c3ccccc3)nc12 (stereo not drawn) | -3% | -2% | -3% | 3 | 24% | 7% | 2%[59 µM] | -10% | 5%
CCOc1ccc(OCC)c(NC(=O)Cn2ncc3c4ccccc4n(Cc4ccccc4)c3c2=O)c1 | i | 1% | 3% | -1 | 21% | -11% | 10%[59 µM] | -13% | -2%
O=C(CCNS(=O)(=O)c1ccc(Cl)cc1)N1CCN(c2ncccn2)CC1 | -11% | 0% | -2% | -6 | 20% | -21% | -1% | -12% | 7%
Cc1cccc2cc(CN(Cc3cccs3)C3(c4nnnn4C4CCCC4)CCCC3)c(=O)[nH]c12 | -6% | -3% | -3% | 3 | 21% | -3% | 27% | -8% | 17%
Cc1cccc(C(=O)NCCCNC(=O)c2ccccn2)c1 | -5% | 6% | -3% | -2 | -4% | -20% | 20% | -16% | -3%
CC(C)C(c1nnnn1CC1CCCO1)N1CCN(C2CCCC2)CC1 (stereo not drawn) | i | -2% | 2% | -1 | 29% | -11% | -25% | 1% | -36%
CC1=CC(=O)C(C(C)C)=C/C1=N/OC(=O)c1cccc([N+](=O)[O-])c1 | -7% | 63%[activator] | 0% | -4 | -21% | -14% | -16%[59 µM] | -32% | -10%
O=C1CCC/C1=C\c1ccccc1 | -4% | -7% | -1% | 8 | 35% | 1% | 3% | -7% | -9%
COc1ccc(S(=O)(=O)N2CCOCC2)cc1C(=O)Nc1cccc(C(=O)NC2CC2)c1 | -2% | 2% | . | -2 | . | -15% | . | . | .

Source: PubChem BioAssay (National Center for Advancing Translational Sciences (NCATS))
